Arr AP2 block – blocks beta-arrestin peptide binding to AP2 adaptin | FITC-arrestin peptide / GST-AP2 beads, flow cytometry; AP2 beta2 appendage carries R879A mutation | inhibition, % at 10 µM | 0.31% of 340,000 active;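 active means inhibition above a set limit, near 3 SD of compounds lacking own fluorescence, cut at about 54% in these data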;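 further: plate controls were DMSO wells for no effect and 5 µM unlabelled arrestin peptide for full effect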
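Test system: GST-tagged AP2 beta2-adaptin appendage (R879A) on 4 µm glutathione beads; also added: fluorescein-tagged arrestin peptide at 50 nM final; timing: 12 min plus 1 h, RT; signal: flow cytometry, FL1 (488/535 nm); read-out: percent drop in bead-associated FITC signal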
DAGLB inh – blocks human DAGLB lipase activity; AID 504411; 0.059% of 340,000 active; inhibition, % at 5.17 µM; Q8NCG7; HEK293T DAGLB membrane lysate, EnzChek fluorogenic substrate; in the data active means inhibition above about 34%;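 further: 0% = enzyme with vehicle and 100% = wells lacking enzyme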
Target sequence (Q8NCG7 whole entry, looked up): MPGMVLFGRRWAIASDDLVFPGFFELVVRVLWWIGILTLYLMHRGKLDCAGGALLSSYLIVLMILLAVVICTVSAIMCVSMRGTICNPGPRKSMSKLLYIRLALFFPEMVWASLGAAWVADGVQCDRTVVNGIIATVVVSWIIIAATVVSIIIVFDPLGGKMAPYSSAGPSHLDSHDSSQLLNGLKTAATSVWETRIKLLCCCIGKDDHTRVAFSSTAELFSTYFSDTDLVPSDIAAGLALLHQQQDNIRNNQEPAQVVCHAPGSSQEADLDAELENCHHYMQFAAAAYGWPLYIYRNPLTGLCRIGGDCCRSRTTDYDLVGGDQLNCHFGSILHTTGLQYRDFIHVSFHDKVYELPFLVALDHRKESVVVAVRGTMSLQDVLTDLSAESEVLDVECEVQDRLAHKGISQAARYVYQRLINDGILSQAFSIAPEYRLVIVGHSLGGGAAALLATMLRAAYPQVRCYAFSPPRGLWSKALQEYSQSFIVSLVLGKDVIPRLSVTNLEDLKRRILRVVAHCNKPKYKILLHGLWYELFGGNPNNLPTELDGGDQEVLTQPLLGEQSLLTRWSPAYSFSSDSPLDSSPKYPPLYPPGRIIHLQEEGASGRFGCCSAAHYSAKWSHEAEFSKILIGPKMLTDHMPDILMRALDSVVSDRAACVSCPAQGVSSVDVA
OPRM1-OPRD1 ag – OPRM1-OPRD1 heterodimerization agonism; P35372+P41143; cells, luminescence; activation, % at 9.3 µM; 0.3% of 340,000 active; in the data active means activation above about 18%;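 further: 0% = vehicle-treated cells and 100% = reference agonist; values of inactives mirror those of a sister screen read the other way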
HTR5A ag – counter-screen for OPRM1-OPRD1 agonists: human HTR5A agonism. AID 504692. HTR5A agonist assay, luminescence, cell-based. 0.61% of 340,000 active. activation, % at 9.3 µM. P47898; in the data active means activation mostly above about 9.5%, no sharp cut-off; inactive means mostly below about 7.6%;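 further: 0% = cells with vehicle only and 100% = reference agonist; strong numbers were not always called active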
Target sequence (P47898 whole entry, looked up): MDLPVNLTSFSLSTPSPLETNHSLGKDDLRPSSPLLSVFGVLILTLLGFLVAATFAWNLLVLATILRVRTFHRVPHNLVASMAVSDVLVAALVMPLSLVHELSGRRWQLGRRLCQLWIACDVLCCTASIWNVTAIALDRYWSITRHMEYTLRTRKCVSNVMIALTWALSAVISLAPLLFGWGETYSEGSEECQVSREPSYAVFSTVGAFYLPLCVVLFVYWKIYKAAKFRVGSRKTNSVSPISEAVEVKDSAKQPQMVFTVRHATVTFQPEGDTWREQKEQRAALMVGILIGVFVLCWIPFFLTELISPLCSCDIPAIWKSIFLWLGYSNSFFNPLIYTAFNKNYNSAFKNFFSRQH
PKA-R2B activ – PKA-R2B complex activation. activation, % at 11.4 µM. AID 504700. PKA-R2B holoenzyme dissociation, Cy5-IP20 fluorescence polarization; R2B truncated from residue 108, S112A mutant; 0% DMSO only, 100% 113 µM cGMP. 0.079% of 340,000 active. P22694+P31323;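 active means activation above a cutoff set at the mean over all compounds plus 3 SD, cut at about 18% in these data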;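 further: higher means more holoenzyme dissociation and a rise in polarization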
PKA-R1A act – activators of PKA-R1A complex | P00514+P68181 | 0.083% of 340,000 active | activation, % at 11.4 µM | AID 504707 | PKA-R1A dissociation, Cy5-IP20 fluorescence polarization; scaled: DMSO 0%, 113 µM cGMP 100%;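 active means percent activation above the mean of all tested compounds plus 3 SD, cut at about 19% in these data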;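 further: higher means more PKAc released from R1A so a rise in polarization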
HTR5A inv ag – counter-screen for OPRM1-OPRD1 inverse agonists: human HTR5A inverse agonism; HTR5A cell line, luminescence; AID 504634; P47898; 0.083% of 340,000 active; inhibition, % at 9.3 µM; in the data active means inhibition mostly above about 23%, no sharp cut-off; inactive means mostly below about 18%;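 further: 0% = cells with DMSO and 100% = no-cell wells with DMSO; some compounds called inactive have numbers as strong as hits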
MOR-DOR inv ag – inverse agonists of human mu-delta opioid receptor heterodimerization; P35372+P41143; cell-based MOR-DOR heterodimer luminescence, inverse agonism; inhibition, % at 9.3 µM; 0.21% of 340,000 active; AID 504357; in the data active means inhibition above about 22%, passing the limit was not always enough;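 further: 0% = cells with DMSO and 100% = wells without cells with DMSO; values of inactives mirror those of a sister screen read the other way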
V-ATPase pH – regulators of yeast V-ATPase proton transport. response, % at 10 µM. AID 504577. 0.37% of 350,000 active. S. cerevisiae, pHLuorin cytosolic pH fluorescence; in the data active means response mostly above about 7.3%, no sharp cut-off; inactive means mostly below about 5.4%; further: actives read high; inactives centre near 0; some compounds called inactive have numbers as strong as hits; reference of the scale not given here
DSG3 Ab inh – blocks pemphigus antibody binding to human desmoglein-3 | binding (percent of control), % at 10 µM | 0.48% of 310,000 active | DSG3-coupled beads, scFv-anti-DSG3-GFP binding, flow cytometry; stronger effect = lower value | AID 588358;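 active means binding more than 3 SD below its plate's average and above zero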;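 further: hits lower antibody fragment binding to DSG3; some compounds called inactive have numbers as strong as hits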
* hit, by the source's call; nt = not tested or not shown.

SMILES	Arr AP2 block	DAGLB inh	OPRM1-OPRD1 ag	HTR5A ag	PKA-R2B activ	PKA-R1A act	HTR5A inv ag	MOR-DOR inv ag	V-ATPase pH	DSG3 Ab inh
CC1C(=O)NN=C1C(=O)N/N=C/c1ccco1 (configuration not stated)	-9	-2	-2.3	-1	6	-2	3	13	-1	101
CCn1ncc(/C=C/C(=O)c2ccccc2)c1C	-5	1	-0.6	0	1	1	1	3	0	101
CC(C)S(=O)(=O)C1=NSC2=NC(=O)/C(=C\c3ccc(OC(=O)c4ccco4)cc3)C(=N)N21	1	4	-3.5	-1	3	3	-15	18	1	93
CCC(C)NC(=O)CSc1ccc(S(=O)(=O)N2CCN(Cc3ccccc3)CC2)cn1 (configuration not stated)	-7	0	-2.5	-1	-10	-1	3	10	4	nt
O=C1C2CC=C(Cl)CC2C(=O)N1CCC[n+]1cccc2ccccc21 (configuration not stated)	11	2	0.6	6	-2	-9	-9	-4	3	105
COc1cc(C(=O)Nc2cc(C(F)(F)F)ccc2Cl)cc(OC)c1OC	5	-7	0.5	4	-12	-8	-9	-2	-3	98
COc1ccccc1N(CC(=O)NCCSCc1ccccc1)S(C)(=O)=O	3	-2	-0.8	0	-2	2	1	4	3	102
Cc1cc(NC(=O)C(C)Sc2nc(-c3ccccc3)cc(=O)[nH]2)no1 (configuration not stated)	-10	-1	0.0	1	1	-7	-3	0	-2	121
COc1ccc(CNC(=O)C/C(C)=N/NC(=O)c2cnccn2)cc1	-1	0	-1.9	0	6	0	0	10	-1	101
O=C(c1ccc(F)c(F)c1)N1CCCc2ccccc21	31	-3	-3.5	-2	2	-6	8	16	-4	99
CC1CCCN(Cc2cnc(Cl)s2)C1 (configuration not stated)	-5	1	-1.4	-8	1	0	17	7	4	95
CCN(Cc1ccccc1)C(=O)C(C)OC(=O)c1cc(S(=O)(=O)Nc2c(C)n(C)n(-c3ccccc3)c2=O)ccc1C (configuration not stated)	-17	1	-1.5	-8	-5	-3	21	8	-3	103
COC(=O)C(O)(CC(=O)Nc1ccc(C)c(F)c1)C(F)(F)F (configuration not stated)	3	-2	-2.3	-6	-1	-1	17	11	7	95
COc1ccc(/C=C2/SC(=S)NC2=O)cc1OCc1ccccc1	3	11	-1.2	-2	-3	2	6	6	-3	113
NC(=O)c1ccc(N2CCCC2)nc1	-8	0	-2.2	-1	0	-2	3	11	-4	122
Cc1[nH]c2ccccc2c1-c1csc(NC(=O)CSCCO)n1	7	1	-2.7	0	3	7	1	14	1	98
COc1ccccc1/C=C1\SC(=S)N(N2C(=O)CCCC2=O)C1=O	38	0	-0.3	1	-5	3	-4	1	2	100
C/C(CC(=O)NCc1ccco1)=N\NC(=O)Cc1ccc(Cl)cc1	-1	0	-0.4	1	12	-4	-3	2	2	94
CCS(=O)(=O)c1nc(S(=O)(=O)c2ccc(Cl)cc2)c(N2CCN(CCO)CC2)s1	23	1	-0.4	-5	-6	-5	-19	2	-2	96
Cc1ccc(CC2CC(=O)N(c3cc(C)ccc3C)C2=O)cc1 (configuration not stated)	8	-3	1.4	0	-5	3	-44	-7	-2	112
Cc1c(N2C(=O)CSC2c2ccc([N+](=O)[O-])cc2)c(=O)n(-c2ccccc2)n1C (configuration not stated)	0	-1	-1.9	4	4	-3	-13	10	-3	115
Cc1ccc(C(=O)OCc2ccc3c(c2)OCO3)cc1S(=O)(=O)N1CCCCC1	4	-17	1.5	6	-1	7	-18	-8	0	100
COc1ccc(C(C)(C)C)cc1NC(=O)COC(=O)CSCc1c(C)noc1C	49	-9	-0.5	-7	0	-11	17	3	-2	97
COc1ccccc1C1CCN(C(=S)Nc2ccc(Br)cc2)CC1	0	23	1.6	4	-2	5	-13	-8	0	nt
O=C(CCc1ccccc1)N1CCN(c2ccc([N+](=O)[O-])cc2)CC1	4	0	-2.2	-4	-2	-3	-20	12	1	101

(continued)
SMILES	Arr AP2 block	DAGLB inh	OPRM1-OPRD1 ag	HTR5A ag	PKA-R2B activ	PKA-R1A act	HTR5A inv ag	MOR-DOR inv ag	V-ATPase pH	DSG3 Ab inh
CCC(=O)Nc1nnc(SCCOC)s1	4	4	-1.9	0	-3	-5	12	11	-7	98
Cc1ccc(N2CCN(CC(O)COc3cccc4ccccc34)CC2)cc1 (configuration not stated)	-12	-5	3.6	4	-6	-12	-14	-16	1	104
CCOC(=O)C1CCCN(S(=O)(=O)c2cc3c4c(c2)CCN4C(=O)CC3)C1 (configuration not stated)	24	2	-1.0	-2	0	-4	6	6	0	104
CC(=NNc1nc2ccccc2o1)c1cc2ccccc2cn1	27	15	-4.4	-3	-9	-8	12	19	-2	94
O=C(NCC1CCCO1)c1cc2n(n1)C(C(F)(F)F)CC(c1ccc(F)cc1)N2 (configuration not stated)	28	1	-1.2	-3	8	0	20	6	0	100
COc1ccc(/C=N/NS(C)(=O)=O)c(OC)c1	10	1	-0.2	1	-5	0	-3	1	-2	105
Clc1ccc(OCc2nn3c(-c4ccccc4)nnc3s2)c(Cl)c1	-4	2	-2.2	-1	-11	-10	8	12	3	97
O=C(c1ccco1)N1CCN=C1SCc1ccccc1F	6	-2	-3.1	4	-1	-5	-12	16	-1	106
Cc1cc(S(=O)(=O)N2CCCC2)ccc1OCC(=O)NC1CCCC1	52	1	-2.9	6	1	-1	-18	15	1	99
Cc1cc(C)n(CC(C)Nc2nc3nonc3nc2N2CCCCC2)n1 (configuration not stated)	-6	-2	-2.8	-1	0	6	-27	13	2	99
COC(=O)C1=C(C)N(CCC2=CCCCC2)C(=O)C1	4	-1	-1.6	1	-5	-16	-7	9	2	90
CNC(=O)C[C@H]1C(=O)N(c2ccc(OC)cc2)C[C@@H]1Cc1ccccc1	nt	-2	nt	nt	4	-2	nt	nt	-2	97
CN(C)S(=O)(=O)c1ccc(C(=O)NCc2nnc(SCC(=O)c3ccccc3)o2)cc1	5	-1	0.0	5	10	6	-3	0	0	102
O=C(CSc1nnc(-c2ccco2)n1Cc1ccccc1)NC(=O)NCc1ccccc1	0	2	0.0	4	-5	-12	-6	0	-2	102
CN(C)N=Nc1ccc(S(=O)(=O)N2CCSC2C(=O)O)cc1 (configuration not stated)	-1	-2	-2.5	0	7	-4	-6	14	2	94
O=C1c2ccccc2S(=O)(=O)N1Cc1c(F)cccc1Cl	27	-3	-2.5	-2	-1	-8	5	14	2	109
Cc1cc(C)c2oc(C(=O)N3CCN(C)CC3)cc(=O)c2c1	-5	-1	-3.0	7	-6	-15	-23	14	0	107
COc1ccc(/C=N/n2nnnc2N)cc1OC	7	-1	-2.5	2	-2	3	3	13	-2	110
COc1cc(C(=S)N2CCOCC2)cc(OC)c1OC(=O)c1ccc([N+](=O)[O-])cc1[N+](=O)[O-]	39	0	11	1	3	-10	-1	-62	6	103
COCCNC(=O)CN(C)S(=O)(=O)c1ccc2c(c1)OCCO2	3	-1	0.5	7	-3	-6	2	-3	-2	110
Cc1ccccc1OCC(=O)NC(C)c1ccccc1 (configuration not stated)	-5	2	-1.7	1	5	-7	-3	8	-3	91
COc1ccc(Cn2c(=O)[nH]c3cc(C(=O)Nc4ccccc4C)ccc32)cc1	12	-2	1.0	-2	8	5	8	-5	-2	174
O=C(CSc1ncn[nH]1)NCc1ccc(Cl)cc1	35	-4	-0.5	-3	10	9	5	3	2	94
CN(Cc1ccccc1)S(=O)(=O)c1cccc(C(=O)O)c1	-2	0	-2.1	1	2	-4	-2	12	-1	107
Cn1nccc1C(=O)Nc1sc2c(c1C(N)=O)CCCC2	7	1	3.3	-1	-3	2	2	-24	2	105

By substructure: those above containing an aryl thioether with sulfur outside any ring
SMILES	Arr AP2 block	DAGLB inh	OPRM1-OPRD1 ag	HTR5A ag	PKA-R2B activ	PKA-R1A act	HTR5A inv ag	MOR-DOR inv ag	V-ATPase pH	DSG3 Ab inh
CCC(C)NC(=O)CSc1ccc(S(=O)(=O)N2CCN(Cc3ccccc3)CC2)cn1 (configuration not stated)	-7	0	-2.5	-1	-10	-1	3	10	4	nt
Cc1cc(NC(=O)C(C)Sc2nc(-c3ccccc3)cc(=O)[nH]2)no1 (configuration not stated)	-10	-1	0.0	1	1	-7	-3	0	-2	121
CCC(=O)Nc1nnc(SCCOC)s1	4	4	-1.9	0	-3	-5	12	11	-7	98
CN(C)S(=O)(=O)c1ccc(C(=O)NCc2nnc(SCC(=O)c3ccccc3)o2)cc1	5	-1	0.0	5	10	6	-3	0	0	102
O=C(CSc1nnc(-c2ccco2)n1Cc1ccccc1)NC(=O)NCc1ccccc1	0	2	0.0	4	-5	-12	-6	0	-2	102
O=C(CSc1ncn[nH]1)NCc1ccc(Cl)cc1	35	-4	-0.5	-3	10	9	5	3	2	94

Following part:
SMILES	Arr AP2 block	DAGLB inh	OPRM1-OPRD1 ag	HTR5A ag	PKA-R2B activ	PKA-R1A act	HTR5A inv ag	MOR-DOR inv ag	V-ATPase pH	DSG3 Ab inh
CN(CCC1CCOCC1)C(=O)CC1C(=O)NCCN1Cc1c(F)cccc1Cl (configuration not stated)	-6	1	-1.7	-4	4	-8	9	9	2	108
C=CCn1c(CC(C)(C)C)nc2ccccc21	-5	-5	-1.9	3	3	-1	-8	9	0	85
COc1ccccc1CC(NC(C)=O)C(=O)NC1CCN(S(=O)(=O)c2ccccc2)CC1 (configuration not stated)	13	-5	-2.2	-2	1	-4	6	14	-2	95
N#C/C(=C\C=C\c1ccccc1)c1nc(-c2ccc3c(c2)OCO3)cs1	16	-1	-0.2	-5	-13	-7	-9	1	1	99
COc1cccc(CN2CC(C(=O)NCCCCc3ccccn3)CCC2=O)c1 (configuration not stated)	-15	1	-2.3	-2	-2	-7	-8	13	2	101
Cc1noc(C)c1COc1ccccc1C(=O)N1CCN(S(=O)(=O)c2ccccc2Br)CC1	0	2	-0.4	-2	-9	-6	-2	2	-1	101
CN1CCN(C(=O)C(N)Cc2ccccc2)CC1 (configuration not stated)	15	3	-0.1	-5	-7	5	15	1	-2	96
CC(Oc1ccc(Cl)cc1)C(=O)Nc1sccc1C(N)=O (configuration not stated)	-14	1	2.4	-2	-11	-11	6	-11	6	94
O=C(COC(=O)CNC(=O)C1CCCCC1)Nc1ccc(Cl)cc1F	0	-1	-2.9	-4	-2	-9	10	14	5	112
N#CCC(=O)N/N=C/c1ccc(Sc2nc3ccccc3s2)o1	3	-1	-1.6	-4	0	-9	-11	10	-4	97
O=C(C[C@@H]1C/C=C\C[C@H](NC(=O)OCC2c3ccccc3-c3ccccc32)C(=O)OC[C@@H]2CCCN2C1=O)N[C@@H](CO)Cc1ccccc1	34	-3	-1.9	0	5	2	-9	9	4	102
Cc1cc(C)cc(N(C(=O)CNC(=O)c2ccco2)C(C(=O)NC2CCCCC2)c2ccncc2)c1 (configuration not stated)	-10	0	-3.5	-4	2	-2	-12	22	2	99
c1ccc(-c2ccccc2-c2nc(-c3cccnc3)no2)cc1	18	-6	2.9	-2	-11	-5	7	-16	2	95
COc1cccc(CN2CCCC(C(=O)N3CCCCC3)C2)c1 (configuration not stated)	7	-4	-2.4	9	-12	-10	-32	12	0	98
Cc1cc(N2CCN(C(=O)c3ccco3)CC2)c2ccccc2n1	28	-1	-3.7	-9	1	-11	-1	19	-4	96
COc1cccc2sc(N3CCN(C(=O)c4ccco4)CC3)nc12	-6	3	-2.5	19*	-3	-4	-35	16	-1	99
Cc1c(CCO)c(=O)[nH]n1C(=O)c1c(F)cccc1F	35	-1	-0.4	0	-1	12	1	2	-2	103

From PubChem
